Compound activity as filed in PubChem.
TDP1 block: qHTS Assay for Inhibitors of Tyrosyl-DNA Phosphodiesterase (TDP1). Tyrosyl-DNA phosphodiesterase 1 (Homo sapiens), Q9NUW8. recombinant TDP1, AlphaScreen DNA substrate cleavage. Potency, µM (doses to about 130 µM), for the others: top-dose activity change, negative = inhibition, actives largely listed as inhibitors. 350,000 compounds, 0.28% hits. AID 485290, 2010; also: nearly all actives have a fitted effect of over 40% in size
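Recombinant human Tdp1 (E. coli-expressed, 1 nM final) preincubated with compounds 15 min at room temperature, then 5'-biotin/3'-phosphotyrosine-FITC DNA substrate (15 nM final) added for 5 min. AlphaScreen beads (10 ug/ml final) added 10 min; cleavage lowers signal.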
KAT2A inh: qHTS Assay for Inhibitors of GCN5L2; Potency, µM (titrated, usually from 58.9 µM), for the others: top-dose activity change, negative = inhibition, actives largely listed as inhibitors; GCN5L2 HAT assay, ThioGlo1 CoA-SH fluorescence; 390,000 compounds, 0.21% hits
Target sequence (Q92830 whole entry, looked up): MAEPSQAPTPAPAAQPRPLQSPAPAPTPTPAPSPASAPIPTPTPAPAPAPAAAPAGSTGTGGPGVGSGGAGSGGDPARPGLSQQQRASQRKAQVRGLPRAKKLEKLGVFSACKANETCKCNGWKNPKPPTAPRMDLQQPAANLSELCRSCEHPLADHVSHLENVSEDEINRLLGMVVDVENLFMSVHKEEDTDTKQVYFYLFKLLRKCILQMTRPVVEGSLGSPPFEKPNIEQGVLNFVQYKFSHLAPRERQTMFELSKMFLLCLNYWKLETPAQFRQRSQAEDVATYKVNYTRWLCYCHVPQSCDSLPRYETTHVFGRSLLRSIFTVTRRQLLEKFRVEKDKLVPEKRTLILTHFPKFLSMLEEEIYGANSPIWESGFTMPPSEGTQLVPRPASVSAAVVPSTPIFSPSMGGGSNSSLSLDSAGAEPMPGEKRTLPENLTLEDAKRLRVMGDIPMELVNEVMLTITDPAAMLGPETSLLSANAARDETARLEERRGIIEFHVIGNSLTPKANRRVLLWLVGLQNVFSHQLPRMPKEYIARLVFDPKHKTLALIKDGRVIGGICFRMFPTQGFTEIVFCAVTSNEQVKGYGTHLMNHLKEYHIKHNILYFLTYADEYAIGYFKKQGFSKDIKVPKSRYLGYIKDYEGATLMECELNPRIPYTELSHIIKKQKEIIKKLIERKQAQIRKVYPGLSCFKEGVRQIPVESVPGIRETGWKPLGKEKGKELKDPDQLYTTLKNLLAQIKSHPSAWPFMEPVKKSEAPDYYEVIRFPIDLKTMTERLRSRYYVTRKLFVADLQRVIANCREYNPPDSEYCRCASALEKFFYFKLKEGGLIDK
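Preincubate 20nM GCN5L2 with compound 15 min, RT → add 50uM ThioGlo1 + 75uM H3(1-25) + 70uM acetyl-CoA → read fluorescence 0 and 20 min. Primary qHTS; fluorescent artifacts likely.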
DT40 TDP1 no CPT: qHTS for Inhibitors of human tyrosyl-DNA phosphodiesterase 1 (TDP1): qHTS in cells in absence of CPT; DT40 Tdp1-/- hTDP1 cells, no CPT, ATP luminescence, 48 h; Potency, µM (highest dose often 46.2 µM), without a hit: at the top dose activity change, negative = growth inhibition, hits mostly inhibitors; 420,000 compounds, 15% hits; AID 686978, 2013; also: nearly all actives have a fitted effect of over 55% in size
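Compound effects on proliferation are scored in DT40 Tdp1-/-;hTDP1 cells in the absence of CPT. ATP levels (CellTiter-Glo luminescence) are recorded after a ≥48 hr, 37 °C incubation.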
Starred values were filed as active, the others as inactive; ? = inconclusive; . = no result given; & = joins results of further samples; [ ] = another dose, or the depositor's remark. Calls follow the shape of the dose curve; as a rule, active = well fitted curve in the direction sought with a large enough effect; inconclusive = small, poorly fitted or top-dose-only effect, or another doubt; inactive = no such curve, though single readings can be large; an effect the other way counts as inactive or inconclusive. % is scaled to controls: 0 for no effect and ±100 for the full control effect; potency is read from the fitted curve at half-maximal effect.

Screens in order – KAT2A inh, TDP1 block, DT40 TDP1 no CPT
CC(=NCCN1CCNCC1)C1=C(O)CC(C)(C)CC1=O
→ -16%, 1%, ?
CC(=O)c1ccc(OCCCC(=O)N(CCC2=CCCCC2)c2c(N)n(Cc3ccccc3)c(=O)[nH]c2=O)cc1
→ -4%, ., -10%
CCC1(C)Cc2ccccc2-c2nc(NN)[nH]c(=O)c21 (stereo unspecified)
→ 5%, ., 9%
Cc1cccc(N2CCN(S(=O)(=O)c3ccc4c(c3)NC(=O)C(C)S4)CC2)c1C (stereo unspecified)
→ -9%, 5%, ?
CCOC(=O)c1ccc(N2C(=O)C3CC=CCC3C2=O)cc1 (stereo unspecified)
→ -3%, 6%, -4%
C=CCOc1ccc(C2C(C#N)=C(N)N(Nc3ccccc3)C3=C2C(=O)CCC3)cc1OC (stereo unspecified)
→ -1%, 3%, 16µM*
O=C(NCc1n[nH]c(=S)n1-c1ccc(Br)cc1)c1ccc(S(=O)(=O)N2CCCCC2)cc1
→ -5%, 8%, -14%
O=C(Cn1c(NCCO)nc2ccccc21)NCC(F)(F)F
→ -8%, ., -2%
Cc1nn(-c2ccccc2)c(N)c1N=Nc1cccc(S(=O)(=O)N2CCOCC2)c1
→ -12%, ., 16µM*
CCCNC(=O)C(Cc1ccccc1)NS(=O)(=O)c1ccc2c(c1)CCC(=O)N2 (stereo unspecified)
→ -4%, 3%, 0%
Cc1nc2ccc(S(=O)(=O)NC(CC(C)C)C(=O)NCc3ccc(Cl)cc3)cc2s1 (stereo unspecified)
→ 2%, 3%, -62%
COC(=O)C1=C(C)NC(=S)NC1c1ccco1 (stereo unspecified)
→ 1%, 1%, 0%
O=C(COc1ccc(Cl)cc1Cl)Nc1ccc2nc3n(c(=O)c2c1)CCCC3
→ -3%, -3%, ?
COc1cc(-c2nc3ccc4ccccc4c3c3c2CCC3)cc(OC)c1O
→ -5%, 6%, 16µM*
COc1ccc2c(c1)cc(C(=O)O)n2C
→ -1%, 5%, 8%
N#Cc1cccc(-c2nc3cnc(Nc4ccccc4)nc3n(C[C@H]3CCCO3)c2=O)c1
→ -18%, ., -5%
Cc1cccc(Nc2nc(N)nc(CCl)n2)c1C
→ -9%, 8%, 16µM*
COC(=O)c1c(-c2ccccc2OC)sc2cc3c(cc12)OCO3
→ -13%, -11%, ?
Cc1ccc(CNC(=O)C(=O)NCC(c2cccnc2)N2CCN(c3ccccc3F)CC2)cc1 (stereo unspecified)
→ -7%, 1%, 5.8µM*
CCC1Oc2ccccc2N(CC(=O)NC2CC2)C1=O (stereo unspecified)
→ -3%, 5%, -7%
CC(C)C(C)NC(=O)COc1ccc(Sc2ccc(OCC(=O)NC(C)C(C)C)cc2)cc1 (stereo unspecified)
→ 31%[activator], 5%, 8.2µM*
COc1nc(NC(=O)c2ccc(F)cc2)nc(OC)c1-c1ccccc1
→ 0%, 1%, -27%
O=C(CCCCC(=O)N1CCOCCOCCOCC1)OCc1ccccc1
→ -1%, 2%, -9%
CCn1c(CN2CCN(Cc3ccc(C)cc3)C(CCO)C2)nc2ccccc21 (stereo unspecified)
→ -15%, 5%, ?
O=C(NC1CCCCCCC1)C1CCN(S(=O)(=O)N2CCC3(CC2)OCCO3)CC1
→ 16%, -1%, -16%
CCCCCOc1ccc(NS(C)(=O)=O)cc1
→ -2%, 0%, -23%
CCOc1ccc(C2CC(c3c(O)c4ccccc4oc3=O)=NN2c2ccccc2)cc1OC (stereo unspecified)
→ 2%, 6%, ?
COc1cnc(N(C)C)nc1Sc1cccc(Cl)c1
→ 0%, -1%, ?
CC1=NOC(=O)/C1=C\c1ccc(-c2cccc(Cl)c2)o1
→ ?, 1%, 5.2µM*
O=C(NC1CC1)c1ccc2c3c(cccc13)CC2
→ 3%, -3%, -10%

Single values from the results shown:
In KAT2A inh, CCC1(C)Cc2ccccc2-c2nc(NN)[nH]c(=O)c21 (stereo unspecified) shows 5%
In DT40 TDP1 no CPT, C=CCOc1ccc(C2C(C#N)=C(N)N(Nc3ccccc3)C3=C2C(=O)CCC3)cc1OC (stereo unspecified) shows 16µM*

Carrying on:
Screens in order – KAT2A inh, TDP1 block, DT40 TDP1 no CPT
CCOc1ccc(NC(=O)c2ccc(NC(=O)Cc3n[nH]c(=O)c4ccccc34)cc2)cc1
→ 0%, 0%, 0%
CCC(C(=O)Nc1ccc(C)cc1)c1ccccc1 (stereo unspecified)
→ 11%, 3%, -12%
O=C(NCc1ccccc1)c1cc2nc(C3CC3)cc(C(F)(F)F)n2n1
→ 0%, -2%, -9%
COc1ccc(C(=O)NCc2nnc(SCC(=O)Nc3ccccc3OC)n2C)cc1
→ -5%, 0%, -14%
COc1ccc([N+](=O)[O-])c(OC)c1C(=O)NC(=O)Nc1c(F)c(F)c(F)c(F)c1F
→ -3%, ., ?
CCN(CC)CCNC(=O)c1ccc(Cn2c(=O)c3cccn3c3cccnc32)cc1
→ -1%, -3%, -7%
Cc1noc(C)c1-c1nc(CS(=O)(=O)c2ccc(F)cc2)no1
→ 1%, 0%, -23%
COc1ccc(OC)c(NC(=O)N2CCc3ccccc3C2)c1
→ -2%, 6%, -8%
CCc1cccc(NC(=O)Nc2cn(C)c(=O)c3ccccc23)c1
→ 0%, -4%, ?
COc1ccc(NS(=O)(=O)c2ccc(NC(=S)NC(=O)C(C)C)cc2)cc1
→ -17%, 3%, 16µM*
CC1CCCN(c2ccc(C(=O)Nc3cccnc3)cc2[N+](=O)[O-])C1 (stereo unspecified)
→ -12%, 8%, ?
c1cc(-c2cc3cc4c(cc3cn2)OCO4)cs1
→ 3%, -1%, ?
Cc1nc(NC(C)C)c2oc3ccccc3c2n1
→ -1%, 7%, 13µM*
COc1ccc(CNC(=O)C(C)n2nc(C)c3sc4ccccc4c3c2=O)cc1OC (stereo unspecified)
→ -7%, 6%, 6.5µM*
CCOc1ccc(OCC)c(NS(=O)(=O)c2c(C)[nH]c(=O)[nH]c2=O)c1
→ -2%, 5%, -11%
NC1=NC(=O)/C(=C\c2cc([N+](=O)[O-])ccc2Cl)S1
→ -8%, 8%, ?
Cc1ccc(C(=O)OCc2nnc(-c3ccccc3)o2)o1
→ 0%, -3%, -4%
O=C(COC(=O)Cc1ccc(Cl)cc1Cl)NCCC1=CCCCC1
→ -2%, 3%, 0%
O=C(N/N=C/c1c(O)n(-c2ccc(Cl)cn2)c(=O)c2ccccc12)C1CC1
→ -13%, 11%, ?
O=C(COc1ccccc1)NC1C(=O)N2C(C(=O)O)=C(Cl)CSC12 (stereo unspecified)
→ -10%, ., -4%
COc1ccc(Cc2nnc(N/N=C(\C)c3ccccc3)[nH]c2=O)cc1OC
→ ?, 5%, -4%
Fc1ccc(OCCCCCn2ccnc2)cc1
→ -1%, 5%, ?
COCCN1C(=O)N[C@@H](CCc2ccccc2)[C@H](C(=O)OC)[C@H]1C
→ ., 9%[21 µM], -14%
COc1cc(C2CC(=O)Nc3c2c(C)nn3-c2nc(C)cc(C)n2)cc(OC)c1O (stereo unspecified)
→ -2%, 2%, -9%
CC(Oc1ccc2c(c1)oc(=O)c1ccccc12)C(=O)NCC1CCC(C(=O)O)CC1 (stereo unspecified)
→ 6%, ., -11%
CC(C)CCn1c(=O)c2sccc2n2c(CCCC(=O)Nc3ccc(C(C)C)cc3)nnc12
→ -9%, 5%, 15µM*
CCSc1nnc(NC(=O)CCc2ccc(OC)cc2)s1
→ -2%, 1%, -6%
COC(=O)c1ccc(NS(=O)(=O)c2ccc3c(c2)n(C)c(=O)c(=O)n3C)cc1
→ -1%, 0%, -7%
S=C1NC2=C(CCCC2=C2SCCS2)C(c2ccccc2)N1 (stereo unspecified)
→ -17%, 6%, 16µM*
Cc1ccc(-n2ncc3c(Nc4cccc(C(=O)O)c4)ncnc32)cc1
→ 1%&-6%, -7%[12.3 µM], ?
COCCNC(=O)C(c1ccc(C)o1)N(Cc1ccc(OC)cc1)C(=O)Cn1nnc2ccccc21 (stereo unspecified)
→ 1%, 3%, 1%
O=c1c2ccccc2oc2ccc(Oc3ccccc3)cc12
→ -1%, ., ?
Brc1ccc(-c2csc(N/N=C/c3ccc4c(c3)OCO4)n2)cc1
→ -9%, 3%, 8.2µM*
COc1ccc(CCN2C(=O)NC(NC(C)=O)(C(F)(F)F)C2=O)cc1OC (stereo unspecified)
→ 22%, -2%, -6%
Cc1ccc(C(C)C)c(OCCn2ccnc2C)c1
→ -2%, ., 23µM*
COC(=O)C1CCN(C(=O)COC(=O)CSc2ccc(C(N)=O)cc2[N+](=O)[O-])CC1
→ 2%, 0%, -3%
O=C(c1ccc(Cl)cc1)N1CCN(c2cc(=O)[nH]nc2-c2ccccc2)CC1
→ -5%, 1%, -19%
CN1CCCC1CCNc1ccc2c(=O)c3ccccc3oc2c1 (stereo unspecified)
→ -25%, ., 18µM*
Oc1ccc(N2CCN(c3ncnc4sc(-c5ccccc5)cc34)CC2)cc1
→ 2%, 9%, 23µM*
NC(=O)CC(NC(=O)c1ccccc1)c1ccc(N2CCC(N3CCCC3)CC2)c([N+](=O)[O-])c1 (stereo unspecified)
→ 2%, ., 0%
O=C(NCCN1C(=O)S/C(=C\c2ccc(Cl)c(Cl)c2)C1=O)C1COc2ccccc2O1 (stereo unspecified)
→ 0%, 4%, ?
O=C(Cn1c(C(F)(F)F)nc2ccccc21)c1ccc(F)cc1
→ -3%, 3%, -28%
Cc1cccc(NC(=O)C(Cc2ccccc2)NS(=O)(=O)c2ccc3c(c2)c(=O)n(C)c(=O)n3C)c1 (stereo unspecified)
→ -3%, 0%, ?
CCOC(=O)c1cc(-c2ccc(F)cc2)n(CC(=O)NCc2cccnc2)c1C
→ -3%, 1%, -2%
COc1ccc(-c2nn(C)c(=O)c3ccccc23)cc1NC(=O)Cn1nc(C)c2ccccc2c1=O
→ -5%, 8%, ?
CC(C)OCCCn1c(=O)c2ccccc2n2c(CCC(=O)O)nnc12
→ ?, ., 1%
CCOc1ccc(-c2nnn(CC(=O)NCc3ccc(OC)cc3)n2)cc1OCC
→ -4%, -1%, -21%
CC(NC(=O)CCl)c1ccc(Cl)c(Cl)c1 (stereo unspecified)
→ -1%, 6%, 18µM*
N/C(=N\OC(=O)c1ccco1)c1ccccn1
→ -8%, -10%, -22%
Cn1c(=O)cc(N2CCOCC2)[nH]c1=O
→ -26%, ., -5%
Cc1cnc(C(=O)N2CCN(S(=O)(=O)c3cccc(Br)c3)CC2)cn1
→ -4%, 1%, ?
NC(C(=O)O)c1cc(O)cc(O)c1 (stereo unspecified)
→ ., -9%, 2%
CCc1nc(N2CCN(C(=O)c3ccco3)CC2)c2c3c(sc2n1)CCCC3
→ -2%, 6%, ?
O=C(O)c1ccc(N2C(=O)c3[nH]nc(-c4ccccc4)c3C2c2ccccc2)cc1 (stereo unspecified)
→ -6%, 3%, -1%
O=C(/C=C/c1ccccc1)Nc1ccc(N2CCCCC2)cc1
→ -3%, -3%, -9%
COc1ccc(Oc2nc(C(F)(F)F)nc3ccccc23)cc1
→ 2%, -3%, -28%
CCCCNC(=O)CNC(=O)c1nn(-c2ccc(OC)cc2OC)c(=O)c2ccccc12
→ 1%, ., ?
Cc1cc(NC(=O)CN2CCN(C)CC2)no1
→ -4%, -7%, ?
O=C(/C=C/c1ccc2c(c1)OCO2)N1CCN(c2n[nH]c(=O)[nH]c2=O)CC1
→ 2%, -3%, -9%
CC(=O)C1=C(c2ccc(Br)cc2)N(C(C)=O)n2c(nnc2C2CCCCC2)S1
→ -3%, 5%, ?
CC1CCc2nc(N)c(C#N)c(-c3cccnc3)c2C1 (stereo unspecified)
→ -2%, 5%, -9%
COCc1cc(C)nc2sc(C(=O)Nc3ccccc3OC)c(N)c12
→ -18%, -4%, ?

6 compounds drawn at random from the list so far, as already listed:
Screens in order – KAT2A inh, TDP1 block, DT40 TDP1 no CPT
COc1ccc(-c2nn(C)c(=O)c3ccccc23)cc1NC(=O)Cn1nc(C)c2ccccc2c1=O
→ -5%, 8%, ?
CC(Oc1ccc2c(c1)oc(=O)c1ccccc12)C(=O)NCC1CCC(C(=O)O)CC1 (stereo unspecified)
→ 6%, ., -11%
COc1cc(C2CC(=O)Nc3c2c(C)nn3-c2nc(C)cc(C)n2)cc(OC)c1O (stereo unspecified)
→ -2%, 2%, -9%
COCCN1C(=O)N[C@@H](CCc2ccccc2)[C@H](C(=O)OC)[C@H]1C
→ ., 9%[21 µM], -14%
C=CCOc1ccc(C2C(C#N)=C(N)N(Nc3ccccc3)C3=C2C(=O)CCC3)cc1OC (stereo unspecified)
→ -1%, 3%, 16µM*
Oc1ccc(N2CCN(c3ncnc4sc(-c5ccccc5)cc34)CC2)cc1
→ 2%, 9%, 23µM*

This is a subset; rates above refer to the full screens.
